# High-throughput results (PubChem)
# Jurkat NFkB inh = inhibitors of induced NF-kB luciferase reporter, primary screen, TCR NF-kB activation inhibitor project, cell-based, luminescence, uHTS; Jurkat, PMA/ionomycin-induced NF-kB luciferase reporter; inhibition, % at 4 µM; hit rate 0.53% among 330,000
# SENP7 inh = SENP7 protease inhibitors, primary screen, biochemical, luminescence, uHTS; hit rate 1.5% among 330,000; AID 434973, 2010; Sentrin-specific protease 7 (Homo sapiens), Q9BQF6; inhibition, % at 5 µM; recombinant SENP7, Z-RLRGG-aminoluciferin luminescence, 40 min;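 active = inhibition above about 50% at the single test dose, limit read from the data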;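 note: plate controls were DMSO with enzyme for no effect and no enzyme buffer wells for full effect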
# Gli-Sufu antag = Gli-Sufu pathway antagonists, primary screen, luciferase luminescence, Sufu-KO-LIGHT cells, uHTS; Sufu-KO-LIGHT fibroblasts, Gli luciferase reporter luminescence; inhibition, % at 5 µM; hit rate 0.74% among 340,000;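 active = inhibition above about 55%, limit read from the data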;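 note: 0% = DMSO-treated cells and 100% = wells with medium but no cells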
# Apaf1 inhib = inhibitors of human Apaf-1 apoptosome, primary screen, biochemical, DEVD-Rh110 fluorescence, uHTS. reconstituted apoptosome caspase-3 activity. inhibition, % at 20 µM. hit rate 0.71% among 330,000; active = inhibition of at least 40% at 20 µM;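 note: plate controls were DMSO wells for no effect and DEVD-CHO caspase inhibitor wells for full effect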
# Target sequence (O14727 whole entry, looked up): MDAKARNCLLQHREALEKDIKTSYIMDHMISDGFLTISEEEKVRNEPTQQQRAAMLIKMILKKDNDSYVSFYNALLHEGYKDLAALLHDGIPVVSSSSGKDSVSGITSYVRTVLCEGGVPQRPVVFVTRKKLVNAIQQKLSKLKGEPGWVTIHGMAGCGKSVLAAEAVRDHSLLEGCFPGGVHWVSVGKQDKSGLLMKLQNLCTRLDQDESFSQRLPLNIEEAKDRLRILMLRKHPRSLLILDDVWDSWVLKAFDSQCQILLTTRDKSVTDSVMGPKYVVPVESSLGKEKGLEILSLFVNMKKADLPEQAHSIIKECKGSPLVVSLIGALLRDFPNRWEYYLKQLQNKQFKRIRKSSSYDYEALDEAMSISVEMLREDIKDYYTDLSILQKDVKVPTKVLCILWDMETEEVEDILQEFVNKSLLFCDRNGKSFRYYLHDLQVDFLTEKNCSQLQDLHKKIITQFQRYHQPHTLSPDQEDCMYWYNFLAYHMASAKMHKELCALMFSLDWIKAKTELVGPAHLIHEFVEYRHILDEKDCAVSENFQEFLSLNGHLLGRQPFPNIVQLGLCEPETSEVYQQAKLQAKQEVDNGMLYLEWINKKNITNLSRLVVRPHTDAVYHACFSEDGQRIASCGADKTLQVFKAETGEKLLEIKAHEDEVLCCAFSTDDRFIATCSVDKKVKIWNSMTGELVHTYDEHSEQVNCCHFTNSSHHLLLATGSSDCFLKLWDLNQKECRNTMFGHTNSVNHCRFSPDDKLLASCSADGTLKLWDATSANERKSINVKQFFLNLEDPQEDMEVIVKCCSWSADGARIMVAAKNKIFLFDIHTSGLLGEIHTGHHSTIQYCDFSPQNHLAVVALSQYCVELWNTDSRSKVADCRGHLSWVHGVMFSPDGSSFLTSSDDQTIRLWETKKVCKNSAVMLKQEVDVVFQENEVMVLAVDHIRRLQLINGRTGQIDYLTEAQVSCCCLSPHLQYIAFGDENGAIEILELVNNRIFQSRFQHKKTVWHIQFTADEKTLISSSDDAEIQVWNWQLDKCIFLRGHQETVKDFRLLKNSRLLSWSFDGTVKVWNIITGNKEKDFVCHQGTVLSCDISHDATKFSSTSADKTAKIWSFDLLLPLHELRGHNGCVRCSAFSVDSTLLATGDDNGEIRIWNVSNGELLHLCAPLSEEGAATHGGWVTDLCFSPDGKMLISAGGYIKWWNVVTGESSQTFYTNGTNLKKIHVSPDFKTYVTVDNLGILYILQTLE
#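 Material: reconstituted apoptosome with Apaf-1, cytochrome c, caspase-9, procaspase-3, dATP. Technique: Rh110 fluorescence intensity. Buffer or medium: pH 7.5 Hepes buffer with CHAPS, BSA, DTT. Times: 30 min plus 50 min, RT.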
# SENP8 inh = SENP8 protease inhibitors, primary screen, biochemical, luminescence | hit rate 1.2% among 330,000 | AID 2540, 2010 | inhibition, % at 10 µM | purified SENP8, Z-RLRGG-aminoluciferin cleavage
# UBC13 polyUb = UBC13 polyubiquitin chain formation inhibitors, primary screen, biochemical, TR-FRET, uHTS; Ubiquitin-conjugating enzyme E2 N (Homo sapiens), P61088; inhibition, % at 20 µM; hit rate 0.47% among 330,000; AID 485273, 2010; in the data active = inhibition above about 45%, passing the limit was not always enough
# 697 NFkB inh = inhibitors of PMA/ionomycin-induced NF-kB reporter, 697 cells, primary screen, B-cell NF-kB inhibitor project, cell-based, luminescence, uHTS | inhibition, % at 4 µM | hit rate 0.33% among 330,000 | AID 435022, 2010 | 697 B-cell NF-kB luciferase reporter, 16 h; in the data active = inhibition above about 35%
# HKDC1 inhibitor = HKDC1 hexokinase inhibitors, primary screen, biochemical, fluorescence, uHTS. Q2TB90. recombinant HKDC1, G6PDH/diaphorase resazurin coupled fluorescence. inhibition, % at 20 µM. hit rate 0.16% among 340,000. AID 493160, 2011;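 active = inhibition above about 35% when tested at 20 µM, limit read from the data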;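 note: plate controls were DMSO wells with enzyme for no effect and DMSO wells lacking enzyme for full effect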
#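 Test system: HK5 enzyme. Quantity: 5 µg/mL HK5 final. Reagent: glucose and ATP substrates. Schedule: 90 min reaction incubation at room temperature, dark. Technique: resazurin-to-resorufin fluorescence via G6PDH and diaphorase coupling, 525/613 nm. Control set: DMSO wells with and without enzyme mix.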
# * marks the source's active call; other numbers are inactive results; x = not tested or not shown. Cut-off read from the data, not from the text of the source, unless noted: active = inhibition above about 50%; inactive = the rest.
# Every second line gives: 697 NFkB inh, HKDC1 inhibitor, Gli-Sufu antag, SENP7 inh, Jurkat NFkB inh, UBC13 polyUb, SENP8 inh, Apaf1 inhib
O=C(NC1CCCCC1)C(c1cccnc1)N(C(=O)CCl)c1ccccc1Cl (centres undefined)
    -26, 13, 15, 6, -3, 4, -2, 5
CCc1cccc(C)c1NC(=O)Nc1c(Br)cnn1C
    -11, -7, 4, 3, -6, 1, -8, 4
O=c1ccn(-c2cccc(C(F)(F)F)c2)nc1-c1ccn(-c2ccccc2)n1
    -10, 1, 4, -14, -7, -3, -5, -1
COc1c(C)cccc1C(=O)Nc1cc(-c2nn3c(C)nnc3s2)ccc1C
    0, -6, 9, 6, 19, -5, -8, 2
COc1ccc(C(=O)Nc2nc3ccccc3[nH]2)cc1S(=O)(=O)N1CCOCC1
    3, -9, -9, 1, -16, -1, 4, -6
CCOc1ccc(C(C(=O)NC(C)(C)C)N(CCOC)C(=O)CCC(=O)Nc2nccs2)cc1 (centres undefined)
    -23, -6, -9, 1, -19, -10, 5, 6
Cc1ccc(S(=O)(=O)NCc2csc(C)n2)cc1
    -1, -5, -14, -4, -16, -1, -6, -5
Cc1noc(C)c1NC(=O)Nc1cccc2c1O[C@@H](CN(C)C(=O)Nc1ccc3c(c1)OCO3)[C@@H](C)CN([C@H](C)CO)C2=O
    11, -7, -6, 6, -3, 5, -2, 4
CC(C)NC(=O)NC(=O)COC(=O)c1cccc(S(=O)(=O)N2CCCCC2)c1
    -1, 5, 3, 8, -2, -2, 12, 11
Cc1ccc(N2C(=O)C3Sc4[nH]c(=O)sc4C(c4ccccc4)C3C2=O)cc1 (centres undefined)
    6, -5, 4, -6, -5, -9, -11, 14
c1ccc2c(c1)CSc1sccc1C2=C1CCNCC1
    -13, -4, 28, -3, -1, 1, -3, 0
COC(=O)c1cnn(-c2ccccc2)c1-n1cccc1C=O
    15, 2, -7, 1, -2, -2, 6, -20
Cc1ccc(-n2nnnc2SCC(=O)NC2CCCc3ccccc32)c(C)c1 (centres undefined)
    -8, -4, 2, -1, -1, 9, -4, 11
O=C(CSc1nc(=O)n2ccccc2n1)NCc1ccc2c(c1)OCO2
    16, -6, -2, 6, 7, -3, 1, -5
Cc1nn(C)c(Oc2cccc(Cl)c2)c1C(=O)Nc1ccc(F)cc1F
    5, -3, 24, -7, 11, 7, 1, 4
COc1ccccc1OCC#CCn1ccnc1
    13, -7, -3, 1, 7, -2, 6, -4
FC(F)(F)c1ccc2c(c1)N1CCCC1CN2 (centres undefined)
    -1, 5, 3, 3, -3, -8, 1, 14
Cc1nc(SCc2ccccc2)c2oc3ccccc3c2n1
    -4, 0, 4, 6, -28, -15, -9, -159
C#Cc1ccc(C(=O)Nc2cc(C(N)=O)ccc2N2CCOCC2)cc1
    13, 6, -5, 11, -2, -1, 0, -7
COC(=O)C1=C(C)N(Cc2ccccc2)C(=O)N[C@H]1c1cccs1
    3, 1, -1, 1, 11, -4, 5, 4
Nc1nn(-c2ccccc2)c2ccc([N+](=O)[O-])cc12
    1, -2, 4, 75*, -5, -204, 54*, 7
Cc1noc(C)c1CSCC(=O)OCC(=O)Nc1sccc1C#N
    -12, 0, -3, -9, -2, -8, -25, 4
Fc1ccc(-c2c[nH]c(=S)n2Cc2ccccc2)cc1
    0, 6, 5, -5, 8, 13, -8, 18
O=C(NCC1CCCO1)c1ccc(CS(=O)(=O)Cc2ccc(F)cc2)o1 (centres undefined)
    21, -6, 1, -1, -9, 5, 4, 0
O=C(Nc1c2c(nn1-c1ccc(F)cc1)CSC2)c1ccc(S(=O)(=O)N2CCOCC2)cc1
    5, 2, -4, 2, 9, -5, -2, 3
Cc1ccc(C(=O)COC(=O)CCN2C(=O)C3C4CCC(C4)C3C2=O)cc1C (centres undefined)
    22, 0, -3, 0, 6, -9, -2, 16
COc1ccc(CN2C(=O)c3cccnc3C2=O)cc1S(=O)(=O)N(C)c1cccc(C)c1
    -1, -4, -14, 7, 1, 8, -6, 2
CC(C)CCNC(=O)c1ccc(-n2cnc3cccnc32)cc1
    15, -4, -13, 3, -12, 6, 0, -1
CC(CN1CCCCC1)OC(=O)c1ccco1 (centres undefined)
    4, -8, -2, 2, 9, 2, 4, -9
COc1cc(OC)cc(N(C(=O)c2ccco2)C(C(=O)NC2CCCC2)c2ccc(N3CCOCC3)cc2)c1 (centres undefined)
    4, 6, -12, 5, -6, -1, 0, 11

# Other structures follow:
# Every second line gives: 697 NFkB inh, HKDC1 inhibitor, Gli-Sufu antag, SENP7 inh, Jurkat NFkB inh, UBC13 polyUb, SENP8 inh, Apaf1 inhib
CCC1(c2ccccc2)NC(=O)N(CC(=O)Nc2ccc(Cl)c(S(=O)(=O)N3CCCCC3)c2)C1=O (centres undefined)
    -31, -1, -6, 1, 8, -3, 8, 21
O=C(CCCN1C(=O)/C(=C\c2cccs2)SC1=S)Nc1ccc(C(=O)O)cc1
    27, 10, 9, 0, -3, -6, 19, 2
CCOC(=O)C1CN(c2cc3c(cc2F)c(=O)c(C(=O)O)cn3CC)OC1C(=O)OCC (centres undefined)
    0, -11, -3, 2, -3, -6, 7, -9
Cc1ccc(-c2csc(NC(=O)CN3CC(C)OC(C)C3)n2)cc1 (centres undefined)
    -6, 0, -20, 2, 26, 3, 2, -3
CCN(C(=O)COC(=O)COc1ccc2c(C)cc(=O)oc2c1)C1CCS(=O)(=O)C1 (centres undefined)
    13, -5, 4, -3, 7, -1, -9, -10
Cc1ccc(-c2csc3ncn(/N=C/N(C)C)c(=O)c23)o1
    14, -5, -2, -4, -11, 7, -1, -5
Cc1ccc2c(c1)C1CN(C)CCC1N2Sc1ccccc1[N+](=O)[O-] (centres undefined)
    17, -2, 0, 7, 10, -4, 4, 26
Cc1cc(N/N=C/c2ccco2)c2ccccc2n1
    -12, -10, -5, 1, 8, 5, -3, -10
O=C(N/N=C/c1cccc(OC(=O)c2ccc3c(c2)OCO3)c1)c1cncc(Br)c1
    -12, -6, 3, -3, -19, -11, -25, 8
COc1ccc(CC(=O)NCC(=O)N/N=C/c2cc(Br)ccc2OC)cc1
    10, -13, -1, -8, 7, 6, -3, 2
CCN1CCCC(OC(=O)c2cc(-c3ccccc3Cl)nc3ccccc23)C1 (centres undefined)
    6, -9, 15, -8, -1, 16, -2, 2
COc1ccc(C(=S)N2CCOCC2)cc1OC(=O)c1cc([N+](=O)[O-])c(C)c([N+](=O)[O-])c1
    3, -3, -4, 7, -5, -4, -3, -4
Cc1cc([N+](=O)[O-])nn1CC(=O)N1CCc2ccccc2C1
    4, -1, 13, -5, 4, 3, 7, -18
O=c1oc2cc([N+](=O)[O-])ccc2nc1/C=C(O)/C=C/c1ccccc1
    -8, x, x, 7, -6, -34, 3, 3
CC(=O)Nc1ccc(Oc2ccc(NC(C)=O)c(NC(C)=O)c2)cc1
    -7, -5, -6, -2, -11, -3, -6, -5
O=C1C2CC=CCC2C(=O)N1c1ccc(NCCc2ccc(O)cc2)c([N+](=O)[O-])c1 (centres undefined)
    -86, 10, 40, -4, -7, -49, 6, 23
CCS(=O)(=O)c1ccc(-c2cccc(NC(=O)c3ccc(Br)o3)c2)nn1
    0, -4, 4, -3, 12, -2, 9, 4
COc1ccccc1C(=O)NCCn1cc(SCC(=O)NCC2CCCO2)c2ccccc21 (centres undefined)
    7, -3, 10, -5, 10, 5, -5, -8
CC[C@]12c3[nH]c4ccc(OC)cc4c3CCN1C(=O)C(CC(=O)NCCCOC)C[C@@H]2C(=O)N1CCN(C(=O)C2CC2)CC1 (some centres undefined)
    23, -4, -26, 3, x, x, x, 11
CCCN(CCC)CCNC(=S)Nc1ccc2nc3n(c(=O)c2c1)CCCCC3
    6, 0, 14, -9, -24, -8, 1, 11
COc1ccc(/C(C)=N/NC(=O)CNC(=O)c2ccco2)c(OC)c1
    1, -1, -15, 1, -3, 6, -1, -5
O=C(CSc1ccccc1)NNC(=O)c1ccncc1
    1, -10, 0, 10, -7, 3, -7, 14
Cc1nc2ccccc2c2oc(C(=O)NCCCN3CCCC(C)C3)cc12 (centres undefined)
    -28, 1, 14, -14, -26, -4, 0, 2
Cn1c(=O)c(C#N)c(-c2ccccc2)n2cnnc12
    8, 11, 2, -1, -17, 4, -6, -15
Cc1ccc(S(=O)(=O)NCCC(=O)Nc2cccc(S(=O)(=O)N3CCCC3)c2)cc1C
    -2, 2, 0, 4, -9, 2, 0, 17
Cc1nc(NC2CCCC2)sc1C(=O)N(C)C
    12, -7, -14, 12, -17, 0, -10, -1
Cc1cccc(CSc2nnc3c(n2)[nH]c2ccccc23)c1
    -24, -1, -2, 3, 23, 0, 4, -21
COC(=O)CSc1nn(-c2ccc(F)cc2)c(=S)s1
    -16, -3, 6, -10, 14, -3, -7, 8

# A run of entries of the results above, as a working copy:
# Every second line gives: 697 NFkB inh, HKDC1 inhibitor, Gli-Sufu antag, SENP7 inh, Jurkat NFkB inh, UBC13 polyUb, SENP8 inh, Apaf1 inhib
O=C(NC1CCCCC1)C(c1cccnc1)N(C(=O)CCl)c1ccccc1Cl (centres undefined)
    -26, 13, 15, 6, -3, 4, -2, 5
CCc1cccc(C)c1NC(=O)Nc1c(Br)cnn1C
    -11, -7, 4, 3, -6, 1, -8, 4
O=c1ccn(-c2cccc(C(F)(F)F)c2)nc1-c1ccn(-c2ccccc2)n1
    -10, 1, 4, -14, -7, -3, -5, -1
COc1c(C)cccc1C(=O)Nc1cc(-c2nn3c(C)nnc3s2)ccc1C
    0, -6, 9, 6, 19, -5, -8, 2
COc1ccc(C(=O)Nc2nc3ccccc3[nH]2)cc1S(=O)(=O)N1CCOCC1
    3, -9, -9, 1, -16, -1, 4, -6
CCOc1ccc(C(C(=O)NC(C)(C)C)N(CCOC)C(=O)CCC(=O)Nc2nccs2)cc1 (centres undefined)
    -23, -6, -9, 1, -19, -10, 5, 6
Cc1ccc(S(=O)(=O)NCc2csc(C)n2)cc1
    -1, -5, -14, -4, -16, -1, -6, -5
Cc1noc(C)c1NC(=O)Nc1cccc2c1O[C@@H](CN(C)C(=O)Nc1ccc3c(c1)OCO3)[C@@H](C)CN([C@H](C)CO)C2=O
    11, -7, -6, 6, -3, 5, -2, 4
CC(C)NC(=O)NC(=O)COC(=O)c1cccc(S(=O)(=O)N2CCCCC2)c1
    -1, 5, 3, 8, -2, -2, 12, 11
Cc1ccc(N2C(=O)C3Sc4[nH]c(=O)sc4C(c4ccccc4)C3C2=O)cc1 (centres undefined)
    6, -5, 4, -6, -5, -9, -11, 14
c1ccc2c(c1)CSc1sccc1C2=C1CCNCC1
    -13, -4, 28, -3, -1, 1, -3, 0
COC(=O)c1cnn(-c2ccccc2)c1-n1cccc1C=O
    15, 2, -7, 1, -2, -2, 6, -20
Cc1ccc(-n2nnnc2SCC(=O)NC2CCCc3ccccc32)c(C)c1 (centres undefined)
    -8, -4, 2, -1, -1, 9, -4, 11
O=C(CSc1nc(=O)n2ccccc2n1)NCc1ccc2c(c1)OCO2
    16, -6, -2, 6, 7, -3, 1, -5

# Rows were taken by chance; overall some 3.6% were active at least once.
